Source: PubChem (several laboratories)
Rin1-Abl PPI inh: human Rin1-Abl interaction inhibition; P00519+Q13671; TR-FRET Rin1/Abl binding, biochemical; inhibition, % at 7.35 µM; 360,000 tested, 0.4% active; AID 588664; in the data active means inhibition above about 5%, passing the limit was not always enough
Neddylation inh: cullin neddylation inhibition; P61081+Q13564; TR-FRET cullin neddylation, biochemical; 360,000 tested, 0.58% active; calls only at 25 µM; in the data active means inhibition above about 36%
NadD inh: NadD (S. aureus) enzyme inhibition | purified NadD enzyme, colorimetric absorbance read-out | inhibition, % at 20 µM | 360,000 tested, 0.78% active; in the data active means inhibition above about 26%; further: some compounds past the cut are filed as inactive
Scp-1 inhibitor: Scp-1 (human) phosphatase inhibition | Q9GZU7 | AID 493091 | 340,000 tested, 0.88% active | Recombinant Scp1, phosphopeptide, malachite green phosphate absorbance | inhibition, % at 20 µM;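 active means inhibition above about 50% at 20 µM, limit read from the data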;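 further: plate controls were DMSO wells with enzyme for no effect and wells lacking enzyme for full effect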
Target sequence (Q9GZU7 76-261 limits assumed): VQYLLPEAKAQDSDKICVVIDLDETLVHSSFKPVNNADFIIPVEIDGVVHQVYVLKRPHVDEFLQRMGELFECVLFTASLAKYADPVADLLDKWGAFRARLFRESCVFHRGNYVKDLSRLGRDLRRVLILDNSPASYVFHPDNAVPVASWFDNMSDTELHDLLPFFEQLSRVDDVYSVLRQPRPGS
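Material: truncated SCP-1 phosphatase (76-261aa) / Buffer or medium: 50 mM Tris acetate pH 5.5, 0.005% Tween-20, 10 mM MgCl2 / Compound dosing: one concentration, 20 µM, with 1.0% DMSO / Incubation: 45 min room-temperature reaction, 5 min colour, 30 min stabiliser / Detection: colorimetric free-phosphate detection, absorbance 630 nm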
DNMT1 inh: blocks human DNA methyltransferase DNMT1. P26358. DNMT1 molecular beacon, Hinp1I cleavage, fluorescence. inhibition (reported as % activation of signal), % at 10 µM. 360,000 tested, 0.83% active. AID 588458; in the data active means inhibition above about 50%
Rpn11 block: inhibitors of human proteasome Rpn11 | O00487 | human 26S proteasome, Ub4-pepOG fluorescence polarization; 20S core pre-blocked with epoxomicin | AID 588493 | 360,000 tested, 0.59% active | calls only at 20 µM;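 active means inhibition at 20 µM, scaled to each plate's controls, above about 33%, limit read from the data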
LMPTP inh: LMPTP (human) inhibition. P24666. recombinant LMPTP-A, OMFP fluorogenic substrate, fluorescence intensity. inhibition, % at 20 µM. 360,000 tested, 0.22% active;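 active means compounds that cut the enzyme signal by at least half of the control window in the single-dose screen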;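 further: plate controls were DMSO wells with enzyme plus substrate for no effect and substrate without enzyme for full effect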
Target sequence (P24666 whole entry, looked up): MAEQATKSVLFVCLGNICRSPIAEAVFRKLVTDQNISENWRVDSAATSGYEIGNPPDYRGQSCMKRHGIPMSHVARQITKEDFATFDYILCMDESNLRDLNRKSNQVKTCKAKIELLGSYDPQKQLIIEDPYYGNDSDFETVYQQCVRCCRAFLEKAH
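material = LMPTP-A | quantity = 0.625 nM enzyme | reagent = OMFP substrate, 400 µM final | buffer or medium = Bis-Tris pH 6.0, DTT, detergent | detection = endpoint fluorescence intensity from OMFP dephosphorylation | dosing = single 20 µM dose | read-out basis = % inhibition relative to no-enzyme and uninhibited control wells | control set = no-enzyme and uninhibited controls | timing = 50 min at room temperature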
STEP block: blocks human striatal-enriched tyrosine phosphatase | 360,000 tested, 0.25% active | inhibition, % at 20 µM | recombinant STEP, OMFP fluorogenic substrate, fluorescence;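 active means inhibition at 20 µM, scaled per plate between control wells, above about 37%, limit read from the data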;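 further: 0% = DMSO with enzyme and substrate and 100% = substrate only without enzyme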
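Material: STEP (striatal-enriched tyrosine phosphatase) enzyme, cell-free; Compound dosing: 20 µM single dose in 1% DMSO; Technique: fluorescence read at 480 nm ex / 540 nm em; Times: reaction 20 min, ambient temperature; Medium: 50 mM Bis-Tris pH 6.0 with 2.5 mM DTT and 0.005% Tween 20; Also added: OMFP at 25 µM.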
SUMO1 PPI mod: SUMO1-SIM interaction modulation; P63165; AID 602429; inhibition, % at 20 µM; SUMO1 binding to a labelled peptide, TR-FRET, 1 h; 360,000 tested, 0.33% active; in the data active means inhibition above about 37%
Target sequence (P63165 whole entry, looked up): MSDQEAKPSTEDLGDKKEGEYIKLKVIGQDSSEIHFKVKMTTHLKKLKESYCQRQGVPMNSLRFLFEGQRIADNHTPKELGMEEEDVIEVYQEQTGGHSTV
CSN deneddyl inh: inhibitors of human CSN-mediated cullin deneddylation. Q92905. inhibition, % at 12.5 µM. Purified CSN, SCF-Nedd8-OG deneddylation, fluorescence polarization. 360,000 tested, 0.38% active;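 active means pattern-corrected inhibition above about 35%, with an unprinted fluorescence ratio check between 0.5 and 1.5, limit read from the data, passing the limit was not always enough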;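 further: 0% = enzyme with substrate and 100% = substrate without enzyme; some results filed as inactive read as strong as hits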
Target sequence (Q92905 whole entry, looked up, one chain of several): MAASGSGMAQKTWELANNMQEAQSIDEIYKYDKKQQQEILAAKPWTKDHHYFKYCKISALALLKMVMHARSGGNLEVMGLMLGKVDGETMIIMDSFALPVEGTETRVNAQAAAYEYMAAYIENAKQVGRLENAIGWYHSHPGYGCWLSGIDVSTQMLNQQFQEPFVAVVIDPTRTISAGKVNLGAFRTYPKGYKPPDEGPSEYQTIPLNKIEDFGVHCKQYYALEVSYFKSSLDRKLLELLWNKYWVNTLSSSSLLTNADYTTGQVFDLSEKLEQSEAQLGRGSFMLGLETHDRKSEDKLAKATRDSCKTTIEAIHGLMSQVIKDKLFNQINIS
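Schedule: reaction 90 min, room temperature / Assay system: HEK293T-derived human Csn5 enzyme / Input: Csn5 at 0.24 nM final / Measure: inhibition of Csn5 cleavage, % / Control set: substrate-only high control, full reaction low control / Technique: fluorescence polarization of the substrate / Buffer or medium: Tris/NaCl/DTT buffer, pH 7.5 / Reagent: SCFSkp2-Nedd8OG substrate at 10 nM final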
Active calls of the source: *; i = inactive; / = no result given.

SMILES	Rin1-Abl PPI inh	Neddylation inh	NadD inh	Scp-1 inhibitor	DNMT1 inh	Rpn11 block	LMPTP inh	STEP block	SUMO1 PPI mod	CSN deneddyl inh
Cn1nc(C(C)(C)C)cc1C(=O)NCc1cc(F)cc2c1OCOC2	4.0	i	-1.0	-11.4	0.9	i	1.2	0.9	1.0	-2.7
O=C(Nc1ccccc1C(=O)O)c1ccc(N2C(=O)C3CC=CCC3C2=O)cc1 (stereo not drawn)	0.1	i	-24.8	-15.4	1.0	i	-1.1	-1.4	0.3	-1.5
COc1ccc(C)cc1NC(=O)C1CC(=O)OC12CCCCC2 (stereo not drawn)	-3.1	i	2.6	-7.3	1.7	i	-0.4	-2.2	6.1	0.9
COc1ccc(Cc2c(-c3ccco3)nc3ccc(Br)cn23)c(C)c1	-4.0	i	58.9*	/	102.1*	i	19.7	4.3	4.9	16.6
O=C(Nc1c(C(=O)N2CCC(N3CCCCC3)CC2)oc2ccccc12)c1ccc(F)cc1	0.5	i	-7.1	-8.0	-3.6	i	-0.7	6.5	-2.9	1.6
COc1ccccc1CC1(C)NC(=O)N(CC(=O)Nc2cc(C)on2)C1=O (stereo not drawn)	1.1	i	-3.9	16.1	5.8	i	-0.6	-0.6	-0.6	1.1
O=S(=O)(c1cccc2cccnc12)N1CCN(c2ccccn2)CC1	1.7	i	2.5	-3.3	-0.9	i	0.6	2.0	0.5	-3.7
COc1ccc(NC(C)=O)cc1NC(=O)CSc1nnc(-c2cccnc2)n1C	4.9	i	2.7	0.4	-5.4	i	0.0	-2.9	12.3	5.5
CC(C)(C)c1ccc(OCC(=O)NC2CCS(=O)(=O)C2)cc1 (stereo not drawn)	-2.4	i	-12.6	-8.4	-5.1	i	-0.7	-0.4	22.5	-9.6
CC(OC(=O)c1nc(Cl)ccc1Cl)C(=O)NC1CCCCC1C (stereo not drawn)	2.4	i	4.6	-12.7	4.4	i	-1.1	-1.1	0.2	4.0
O=C(CSc1cccc(C(F)(F)F)c1)N1CCN(S(=O)(=O)c2ccccc2)CC1	1.1	i	1.8	-7.2	1.5	i	-0.1	-1.5	3.6	7.4
COc1ccc(CN2CCNC(=O)C2CC(=O)NCC(C)(C)N2CCOCC2)cc1C (stereo not drawn)	-1.4	i	2.5	-7.5	-1.0	i	-2.3	1.8	4.6	-1.1
COc1ccc(CNC(=O)COC(=O)c2ccco2)cc1	1.9	i	0.0	-6.5	-0.3	i	-0.8	-2.8	0.9	4.5
COc1ccc(OC2CCN(S(=O)(=O)c3ccc(OC)c(OC)c3)CC2)cc1	-0.6	i	-30.5	-12.8	-0.1	i	1.6	1.4	2.0	6.3
CC(=O)Nc1ccc(C=Cc2ccc([N+](=O)[O-])cc2)cc1	-0.7	i	-1.3	/	-4.6	i	0.2	-0.2	-12.9	3.3
O=C(OCc1ccccc1)N1CCC2CC1c1ccc(-c3ccc4c(c3)OCO4)cc12 (stereo not drawn)	-0.9	i	-6.8	/	-6.6	i	4.1	-0.5	4.3	1.0
Cc1cc(Sc2ncnc(N)c2[N+](=O)[O-])ncn1	0.1	i	0.0	-6.5	1.2	i	0.7	-0.1	-16.3	4.0
Cc1cccc(C)c1NC(=O)C1c2ccccc2OCC(=O)N1CCCN1CCOCC1 (stereo not drawn)	/	i	5.1	/	/	/	-2.0	/	3.1	-3.9
Cc1ccccc1NC(=O)C(=O)N/N=C/c1cccc(Br)c1	-2.6	i	-0.8	-7.3	3.4	i	-0.2	2.4	-0.8	-9.5
CCOc1ccc(Nc2nc(C)cc(C)c2C#N)cc1	2.5	/	-1.4	-10.2	-3.3	i	0.2	1.7	-4.2	-6.3

Compound profiles (already shown). Screens in order: Rin1-Abl PPI inh | Neddylation inh | NadD inh | Scp-1 inhibitor | DNMT1 inh | Rpn11 block | LMPTP inh | STEP block | SUMO1 PPI mod | CSN deneddyl inh
`COc1ccc(Cc2c(-c3ccco3)nc3ccc(Br)cn23)c(C)c1` as listed: -4.0 | i | 58.9* | / | 102.1* | i | 19.7 | 4.3 | 4.9 | 16.6
`Cc1cccc(C)c1NC(=O)C1c2ccccc2OCC(=O)N1CCCN1CCOCC1` (stereo not drawn) as listed: / | i | 5.1 | / | / | / | -2.0 | / | 3.1 | -3.9
`Cn1nc(C(C)(C)C)cc1C(=O)NCc1cc(F)cc2c1OCOC2` as listed: 4.0 | i | -1.0 | -11.4 | 0.9 | i | 1.2 | 0.9 | 1.0 | -2.7

Next part:
SMILES	Rin1-Abl PPI inh	Neddylation inh	NadD inh	Scp-1 inhibitor	DNMT1 inh	Rpn11 block	LMPTP inh	STEP block	SUMO1 PPI mod	CSN deneddyl inh
Cc1ccc2cccc([N+](=O)[O-])c2n1	-9.5	i	-2.1	/	2.9	i	-0.5	0.7	-14.8	-2.0
COc1ccc(CCNC(=O)Cn2c(=O)c3cccn3c3cccnc32)c(OC)c1OC	-4.7	i	1.5	6.8	-1.7	i	0.3	-0.3	2.8	4.0
Cc1cc(C)cc(OCC(=O)OCC(=O)NC2CCCC2)c1	0.4	i	3.3	-0.2	1.0	i	-1.1	-2.1	-0.9	6.3
O=C1CN(C(=O)CCCc2c[nH]c3ccccc23)c2ccccc2N1	5.7	i	1.6	3.2	-14.2	i	1.2	-1.5	1.2	5.0
COc1cccc(NC(=O)C(=O)NCCCn2ccnc2)c1	-2.0	i	1.9	-5.2	0.8	i	-5.5	-0.2	-9.8	4.9
O=C(O)c1ccc2c(=O)n(Cc3ccccc3)c(SCc3ccc([N+](=O)[O-])cc3)nc2c1	-1.1	i	15.4	2.8	-2.0	i	2.1	5.7	-7.4	6.3
O=C(c1cc(-n2cnnc2)ccc1Cl)N1CCN(c2nc(-c3ccccc3)cs2)CC1	-0.7	i	9.1	0.8	-3.6	i	1.9	4.3	-6.3	-2.7
CCn1nc(C)c(NS(=O)(=O)c2ccccc2)c1C	-3.2	i	-6.6	-2.0	4.1	i	-1.1	-0.5	-1.6	1.9
COCCN(CCOC)Cc1cc(=O)oc2cc(C)ccc12	-0.9	i	-5.4	/	11.2	i	0.5	2.2	1.9	-2.4
COC(=O)CN(n1cnnc1)S(=O)(=O)c1ccc(C)cc1	-2.3	i	2.4	-4.8	-1.4	i	-0.2	2.5	2.7	2.4
COc1ccc(Nc2ncc(C(=O)N3CCN(Cc4ccccc4)CC3)c3ccccc23)cc1	-4.3	/	7.8	1.4	-10.3	i	0.7	0.4	-3.5	1.2
CC1=C(C)CC(C(=O)N2CCN(Cc3ccccc3)CC2)C(C(=O)O)C1 (stereo not drawn)	3.8	i	11.5	6.0	5.1	i	-2.3	-3.2	-0.9	-3.1
Cc1ccc(N=C2NC(=O)c3cc([N+](=O)[O-])ccc32)cc1	-0.4	i	-2.6	-7.3	-1.4	i	-3.1	2.2	-21.4	-3.0
O=C(NCc1ccc(Cl)cc1)c1cnccn1	0.5	i	4.6	-10.4	-2.5	i	-0.1	0.1	-1.0	-0.5
CCOC(=O)c1cccc(-n2c(C)cc(C=O)c2C)c1	-3.8	i	-3.9	-2.7	7.1	i	-1.7	-1.8	-1.9	-0.7
Cc1ccc(NC(=O)CCc2nnc3ccc(NCc4ccco4)nn23)cc1F	5.6	i	0.9	12.8	-7.7	i	0.4	-1.4	4.6	2.9
Cc1ccc(S(=O)(=O)CCC(=O)Nc2nnc(-c3ccc(F)cc3)o2)cc1	1.6	i	1.8	-0.6	1.5	i	-1.0	0.8	3.5	5.2
O=C(NCc1ccc(Cl)cc1)C1CCN(S(=O)(=O)c2cccc3nonc23)CC1	-1.1	i	-9.9	5.9	1.9	i	3.3	9.0	1.7	0.7
CCCn1nnnc1NC(=O)COc1ccc(Cl)c(C)c1	3.1	i	11.1	-1.2	4.4	i	-1.1	0.4	-2.0	-8.9
COc1cccc(C(=O)NCCS(=O)(=O)N2CCCCCC2)c1	2.3	i	-0.7	-3.5	-2.6	i	5.2	-1.0	-21.6	-4.4
O=C(COC(=O)COc1cccc(Br)c1)NCc1ccc2c(c1)OCO2	4.5	i	-1.0	-5.4	-8.0	i	-0.1	-1.9	8.9	0.3
CCN1CCN(c2ccc(S(=O)(=O)N3CCOCC3)cc2NC(=O)CC(C)C)CC1	2.5	i	3.3	-10.7	-2.2	i	-9.5	-1.0	-48.0	-2.9
CCOc1ncccc1C(=O)Nc1ccc2c(c1)OCCO2	2.4	i	-2.3	-10.5	-1.6	i	0.1	2.1	2.8	-2.6
Brc1ccc(OCc2nc3ccccc3[nH]2)cc1	0.9	i	-6.7	-4.5	-15.4	i	-0.5	0.4	-1.0	-0.1
CCOc1ccc(NS(=O)(=O)c2ccc(OCC(=O)N3CCCC3)cc2)cc1	-0.7	i	1.0	6.7	7.6	i	0.7	-0.1	0.7	-2.0
COc1cccc2c1C(=O)c1c(O)c3c(c(O)c1C2=O)C[C@@](O)(C(C)=O)C[C@@H]3O[C@H]1C[C@H](N)[C@H](O)[C@H](C)O1	-24.5	i	-7.6	-11.3	-164.3	i	11.3	-46.1	-72.2	-74.3
CCOC(=O)c1[nH]c2cc3c(cc2c1NC(=O)CN1CC(C)CC(C)C1)OCO3 (stereo not drawn)	-0.7	/	-6.4	-5.9	2.2	i	2.2	-1.0	-6.6	-7.0
Brc1ccc(Oc2ncc(CN3CCN(c4ccccc4)CC3)s2)cc1	2.3	i	4.1	-2.2	6.0	i	1.3	0.6	0.1	-2.8
Nc1cc(=O)n(Cc2ccccc2)c(=O)n1-c1ccc(F)cc1	0.4	i	-3.1	10.0	-0.7	i	-1.5	-1.8	-1.7	0.8
COCc1cc(C)nc(Nc2ccc(C)cc2C)c1C#N	-2.4	i	-0.3	-13.9	4.5	i	-0.9	-2.6	14.3	5.3
Cc1ccc(N(C(=O)c2csnn2)C(C(=O)NC2CCCCC2)c2cccnc2)cc1C (stereo not drawn)	-2.8	i	-1.8	10.0	3.4	i	-1.3	-0.4	-3.1	2.5
CCCC1=Nc2cc(C(=O)NCCN3CCCC3)ccc2Sc2ccccc21	2.8	i	0.6	3.4	-13.0	i	1.3	-2.7	-5.4	-4.7
O=C(Cc1cc(C(=O)O)c2ccccc2n1)Nc1ccccc1	1.4	i	-1.7	2.7	16.4	i	-0.9	0.5	1.2	-3.5
O=C(CCCN1CCOCC1)c1ccc2c(c1)OCCO2	2.8	i	3.0	-8.0	-0.6	i	0.3	0.9	-2.6	8.7

Three compounds already listed, sorted by count of non-hydrogen atoms, lowest first:
SMILES	Rin1-Abl PPI inh	Neddylation inh	NadD inh	Scp-1 inhibitor	DNMT1 inh	Rpn11 block	LMPTP inh	STEP block	SUMO1 PPI mod	CSN deneddyl inh
Brc1ccc(OCc2nc3ccccc3[nH]2)cc1	0.9	i	-6.7	-4.5	-15.4	i	-0.5	0.4	-1.0	-0.1
COCc1cc(C)nc(Nc2ccc(C)cc2C)c1C#N	-2.4	i	-0.3	-13.9	4.5	i	-0.9	-2.6	14.3	5.3
O=C(Cc1cc(C(=O)O)c2ccccc2n1)Nc1ccccc1	1.4	i	-1.7	2.7	16.4	i	-0.9	0.5	1.2	-3.5
